telomere uncapping – survival after telomere uncapping, modulators, primary screen, cell-based (AID 1259312) | actives 4.5% (n = 4,500) | fold change at 10 µM | HCT116 + Ad-hTR-mut, survival, MTT, 5 d; active compounds read high;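 active = cell survival measured by absorbance rises more than 2.5-fold over infected cells without compound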;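 note: virus expresses mutant telomerase RNA that uncaps telomeres and kills cells; compound added 2 days after infection so exposure lasts 3 days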
Active calls of the source: *.

`N#CC1=C(N)Oc2ccc3ccccc3c2C1c1ccc(F)cc1` (configuration not stated) gave telomere uncapping -5.9.
For O=S(=O)(NCc1ccccn1)c1ccc(F)cc1 the results were telomere uncapping 1.1.
For O=C(CSC1=NCCS1)Nc1ccc([N+](=O)[O-])cc1 the results were telomere uncapping -1.4.
CC1=C(C(=O)OC(C)C)C(c2sccc2C)NC(=O)N1 (configuration not stated) was read as telomere uncapping -1.1.
For CC1=C(C(=O)OC2CCCCC2)C(c2cccs2)C2=C(CC(C)(C)CC2=O)N1 (configuration not stated) the results were telomere uncapping -4.5.
For O=[N+]([O-])c1cccc(S(=O)(=O)Nc2ccc(I)cc2)c1 the results were telomere uncapping 1.4.
Screening O=C(NC1CCCCCCC1)c1ccc(COc2ccc3c(c2)CCC3)o1 returned telomere uncapping -1.5.
For O=S(=O)(Nc1ccc2c(c1)OCO2)c1ccc(Cl)cc1 the results were telomere uncapping -1.4.
O=C(CN1CCCCC1)N1CCn2c3c(c4cc(C5CCCCC5)ccc42)CCCC31 (configuration not stated) was read as telomere uncapping -1.4.
Screening COc1cc(C(=N)SC)cc(OC)c1OC returned telomere uncapping -1.2.

5 records picked at random from the list so far:
Screening O=C(NC1CCCCCCC1)c1ccc(COc2ccc3c(c2)CCC3)o1 returned telomere uncapping -1.5.
CC1=C(C(=O)OC(C)C)C(c2sccc2C)NC(=O)N1 (configuration not stated) was read as telomere uncapping -1.1.
For O=[N+]([O-])c1cccc(S(=O)(=O)Nc2ccc(I)cc2)c1 the results were telomere uncapping 1.4.
O=C(CN1CCCCC1)N1CCn2c3c(c4cc(C5CCCCC5)ccc42)CCCC31 (configuration not stated) was read as telomere uncapping -1.4.
For CC1=C(C(=O)OC2CCCCC2)C(c2cccs2)C2=C(CC(C)(C)CC2=O)N1 (configuration not stated) the results were telomere uncapping -4.5.

The list goes on.
Cc1c(Br)c([N+](=O)[O-])nn1CC(=O)NNC(=O)Cn1cc([N+](=O)[O-])cn1 was read as telomere uncapping -1.2.
`CC(C)(C)C1C/C(=C\c2ccc3c(c2)OCO3)C(=O)/C(=C/c2ccc3c(c2)OCO3)C1` (configuration not stated) gave telomere uncapping 1.4.
CCN(CC)c1ccc2[nH]c3c(C(N)=O)cc(=O)c(=O)c=3oc2c1 was read as telomere uncapping inactive.
For O=c1cc(-c2cc(Cl)cc3c2OCOC3)oc2ccc(Cl)cc12 the results were telomere uncapping 1.4.
O=Cc1csc2ccc(Cl)nc12 was read as telomere uncapping -4.4.
For O=C1ON=C(c2ccccc2)/C1=C/c1cccnc1 the results were telomere uncapping -6.
`CC(C)CCNS(=O)(=O)c1ccc(F)cc1` gave telomere uncapping -1.1.
For CCCCCc1c2c(C)c(C(=O)OCC)nc-2cc2n1C(C)C(C)=C2C (configuration not stated) the results were telomere uncapping 1.3.
For O=C(CCCC(=O)NCCC1=CCCCC1)NCCC1=CCCCC1 the results were telomere uncapping 1.1.
`N#Cc1c(N)nc2c(c1-c1ccc(O)cc1)CCCCC2` gave telomere uncapping inactive.
For CS(=O)(=O)c1nc2ccccc2[nH]1 the results were telomere uncapping -1.
Screening Cc1nn(-c2ccccc2)c2c1C(c1ccccn1)C(C#N)=C(N)O2 (configuration not stated) returned telomere uncapping -1.3.
For COc1cc2c(cc1OC)CC1(C2)c2ccccc2CN1C the results were telomere uncapping -1.3.
Screening O=C(NNC(=S)NC1CCCCC1)c1cccs1 returned telomere uncapping -2.8.
Screening COC(=O)/C(C#N)=C/c1cc(C)sc1C returned telomere uncapping 1.
O=S(=O)(Nn1cnnc1)c1ccccc1 was read as telomere uncapping 1.2.
Screening c1ccc2c(c1)CCc1c(-c3ccncc3)n[nH]c1-2 returned telomere uncapping -1.8.
O=C1N=C(N2CCCC2)S/C1=C\c1ccc(Cl)cc1 was read as telomere uncapping -1.5.
For Cc1nc(-c2c(-c3cc(C)c(OCc4ccc(F)cc4)cc3O)nc(-c3ccccc3)nc2C(F)(F)F)cs1 the results were telomere uncapping inactive.
Screening CC1CC(C)CN(C(=O)c2cccs2)C1 (configuration not stated) returned telomere uncapping -1.6.
`O=S(=O)(Nc1ccc2c(c1)ncn2C1CCCCC1)c1ccc(F)cc1` gave telomere uncapping -1.3.
For N#Cc1c(N)nc2c(c1-c1ccco1)CCCC2 the results were telomere uncapping 1.1.
`O=C1ON=C(c2ccccc2F)/C1=C/c1cccc(Br)c1` gave telomere uncapping -1.4.
O=[N+]([O-])c1ccc(N2CCCC2)cc1Sc1cccc2cccnc12 was read as telomere uncapping 1.1.
For O=c1[nH]c(=S)n(-c2ccc(Br)cc2)c(O)c1C=NCc1ccco1 the results were telomere uncapping inactive.
Screening Cc1cc(C(F)(F)F)nn1CC(N)=O returned telomere uncapping 3.1*.
`O=S(=O)(NC(O)C(Cl)(Cl)Cl)c1ccc(Cl)cc1` (configuration not stated) gave telomere uncapping 1.1.
`CCOC(=O)c1c(NC(=O)C2CC2)sc2c1CCCCC2` gave telomere uncapping 1.4.
Oc1ccc(Cl)cc1Sc1cc(Cl)ccc1O was read as telomere uncapping -2.
Screening COC(=O)C1=CN(CCCN2CCCC2=O)C=C(C(=O)OC)C1c1cccs1 returned telomere uncapping 1.2.
Cc1cc2c(cc1C)NC(c1c(F)cccc1F)C1=C(CC(C)(C)CC1=O)N2 (configuration not stated) was read as telomere uncapping -1.2.
NC(=O)c1c(NC(=O)C2COc3ccccc3O2)sc2c1CCCC2 (configuration not stated) was read as telomere uncapping -1.9.
`O=C(O)CCC1NC(=O)NC1=O` (configuration not stated) gave telomere uncapping -1.6.
Screening COc1ccc(NC(=O)CSc2nc3ncnc(N)c3[nH]2)cc1 returned telomere uncapping 1.1.
CC(=O)Oc1cc(OC(C)=O)c2c(=O)c(OC(C)=O)c(-c3ccc(OC(C)=O)c(OC(C)=O)c3)oc2c1 was read as telomere uncapping -1.1.
For COc1cc(/C=N\n2nnnc2N)cc(Cl)c1OCc1ccccc1 the results were telomere uncapping -2.6.
`COc1ccc(-c2coc3cc(OC4OC(CO)C(O)C(O)C4O)cc(O)c3c2=O)cc1` (configuration not stated) gave telomere uncapping -1.5.
Screening O=[N+]([O-])c1ccc(Nc2nccs2)c([N+](=O)[O-])c1 returned telomere uncapping -3.9.
`CCOC(=O)C1=C(C)NC2=C(C(=O)CCC2)C1c1ccc(C)s1` (configuration not stated) gave telomere uncapping -1.1.
O=C1CCCC2=C1C(c1ccco1)C1=C(N2)c2ccccc2C1=O (configuration not stated) was read as telomere uncapping -5.4.
`CC1CCN(S(=O)(=O)c2ccc(N=NC3=C(O)CC(C)(C)CC3=O)cc2)CC1` gave telomere uncapping inactive.
`Cc1cc(C)c(C=C(C#N)C#N)c(C)c1C=C(C#N)C#N` gave telomere uncapping -3.5.
`O=[N+]([O-])c1ccc(N=Cc2cc(Cl)cc(Cl)c2O)c(O)c1` gave telomere uncapping inactive.
`CCOC(=O)C1=C(C)N(C)C(C)=C(C(=O)OCC)C1c1ccsc1` gave telomere uncapping -1.1.
Screening N#CC1=C(N)N(Cc2ccccc2)C2=C(COC/C2=C/c2cccnc2)C1c1cccnc1 (configuration not stated) returned telomere uncapping 2.6*.
Screening Nc1nc2c(ncn2C2OC(COP(=O)(O)O)C(O)C2O)c(=O)[nH]1 (configuration not stated) returned telomere uncapping inactive.
`CCOC(=O)c1sc(SC)nc1N` gave telomere uncapping -4.6.
`OC1CCC2Cc3ccccc3N=C12` (configuration not stated) gave telomere uncapping -1.2.
CCCN1C(=O)NC2(O)C(=O)c3ccccc3C12O (configuration not stated) was read as telomere uncapping -1.5.
Screening N#CC(C(N)=S)=P(c1ccccc1)(c1ccccc1)c1ccccc1 returned telomere uncapping -1.2.

4 structures from above, arranged by number of heavy atoms, smallest number first.
CCCN1C(=O)NC2(O)C(=O)c3ccccc3C12O (configuration not stated) was read as telomere uncapping -1.5.
`O=[N+]([O-])c1ccc(N=Cc2cc(Cl)cc(Cl)c2O)c(O)c1` gave telomere uncapping inactive.
`CC1CCN(S(=O)(=O)c2ccc(N=NC3=C(O)CC(C)(C)CC3=O)cc2)CC1` gave telomere uncapping inactive.
Screening N#CC1=C(N)N(Cc2ccccc2)C2=C(COC/C2=C/c2cccnc2)C1c1cccnc1 (configuration not stated) returned telomere uncapping 2.6*.

(listing goes on)
Screening CC(=O)Nc1nc(SCSc2n[nH]c(NC(C)=O)n2)n[nH]1 returned telomere uncapping -3.7.
Screening CCOC(=O)C(=C=N)C(=S)S returned telomere uncapping inactive.
Screening N#C/C(=C\c1cc(Br)cs1)C(N)=O returned telomere uncapping 1.
`O=S(=O)(c1ccc(F)c2ccccc12)N1CCCCC1` gave telomere uncapping -1.3.
CC(=O)Nc1sc2c(c1C(=O)N1CCOCC1)CCCCC2 was read as telomere uncapping -1.7.
`O=C1NC(=S)N/C1=C/c1c(F)cccc1Cl` gave telomere uncapping 1.3.
For COc1ccc(C2Oc3ccccc3C3CC(c4ccccc4)=NN32)cc1 (configuration not stated) the results were telomere uncapping -1.8.
`CCOCCOC(=O)C1=C(C)NC2=C(C(=O)CCC2)C1c1coc2ccccc2c1=O` (configuration not stated) gave telomere uncapping -1.1.
Screening COc1ccc(S(=O)(=O)NC(C)(C)C)cc1 returned telomere uncapping -1.1.
C[C@H](CCC(=O)O)[C@H]1CC[C@H]2[C@@H]3C(=O)C[C@@H]4CC(=O)CC[C@]4(C)[C@H]3CC(=O)[C@]12C was read as telomere uncapping -1.1.
C#CCN1C(=O)S/C(=C\c2ccc(N3CCOCC3)o2)C1=O was read as telomere uncapping -1.2.
CC1CCc2c(sc(NC(=O)c3ccco3)c2C(=O)N2CCOCC2)C1 (configuration not stated) was read as telomere uncapping 1.3.
Screening CC(=O)Nc1sc2c(c1-c1nsc(=O)o1)CCCC2 returned telomere uncapping -2.1.
`O=C(OCCN(CC12CC3CC(CC(C3)C1)C2)C(=O)c1ccco1)c1ccco1` gave telomere uncapping -1.5.
Screening O=S(=O)(NCCn1cccc1)c1ccc2ccccc2c1 returned telomere uncapping 1.1.
Screening Cc1ccc(C)c(C2C(C#N)=C(N)SC(N)=C2C#N)c1 returned telomere uncapping -2.2.
Screening CCn1c(O)c(N=NC(=O)CCCCCC2CCNC(=O)N2)c2ccccc21 (configuration not stated) returned telomere uncapping inactive.
For O=C1CCc2ccc(NS(=O)(=O)c3ccc(F)cc3)cc2N1 the results were telomere uncapping 1.4.
N#Cc1c(/N=C/c2ccc(Br)cc2)sc2c1CCCC2 was read as telomere uncapping -4.
Screening COc1ccc(Oc2ccc(Cl)c(Cl)c2)c([N+](=O)[O-])c1 returned telomere uncapping -1.6.

Reprinted from the part before: 4 compounds, then new ones.
Screening CCn1c(O)c(N=NC(=O)CCCCCC2CCNC(=O)N2)c2ccccc21 (configuration not stated) returned telomere uncapping inactive.
For O=C1CCc2ccc(NS(=O)(=O)c3ccc(F)cc3)cc2N1 the results were telomere uncapping 1.4.
N#Cc1c(/N=C/c2ccc(Br)cc2)sc2c1CCCC2 was read as telomere uncapping -4.
Screening COc1ccc(Oc2ccc(Cl)c(Cl)c2)c([N+](=O)[O-])c1 returned telomere uncapping -1.6.
Screening S=c1n(CN2CCCCC2)nc(-c2ccccc2)n1-c1ccccc1 returned telomere uncapping 3.5*.
For N#Cc1cc2c(N)c(C(=O)c3ccc(F)cc3)sc2nc1N the results were telomere uncapping -1.2.
`O=S(=O)(c1ccccc1)N1CCN(Cc2ccc3c(c2)OCO3)CC1` gave telomere uncapping -4.8.
CCOC(=O)Cc1nn[nH]n1 was read as telomere uncapping -1.5.
`O=[N+]([O-])c1cc(Br)cc(C=Nc2ccc(N=Cc3cc(Br)cc([N+](=O)[O-])c3O)cc2)c1O` gave telomere uncapping inactive.
`O=c1oc(-c2cccs2)nc2sc3c(c12)CCCC3` gave telomere uncapping -1.
For O=[N+]([O-])c1ccc(N2CCOCC2)c(C(F)(F)F)c1 the results were telomere uncapping -1.1.
For CCC(C)NS(=O)(=O)N(C)C (configuration not stated) the results were telomere uncapping -2.6.
`COc1ccc2oc(-c3cccc(OC)c3OC)cc(=O)c2c1` gave telomere uncapping -1.9.
`CCCOC(=O)C1=C(C)NC2(O)c3ccccc3C(=O)C12O` (configuration not stated) gave telomere uncapping -1.5.
`N#CC1=C(N)Oc2n[nH]c(-c3ccccc3)c2C1c1cccnc1` (configuration not stated) gave telomere uncapping 1.6.
For O=C(CSC1=NCCS1)Nc1ccc(Br)cc1F the results were telomere uncapping -2.
`CS(=O)(=O)N1CCc2cc(S(=O)(=O)N3CCC(c4ccccc4)CC3)ccc21` gave telomere uncapping 1.5.
For Cn1c(Cc2ccccc2)n[nH]c1=S the results were telomere uncapping -1.2.
CCCC(C)NS(=O)(=O)c1ccc(Br)cc1 (configuration not stated) was read as telomere uncapping -1.3.
Screening CCOC(=O)C1=C(C)OC(N)=C(C#N)C1c1ccc(C)s1 (configuration not stated) returned telomere uncapping -1.4.
O=C(/C=C/c1ccc(O)cc1)c1c(O)cc(O)cc1O was read as telomere uncapping 2.2.
Screening CN(C)/C=C1\C(=N)N(C)C(=O)N(C)C1=O returned telomere uncapping -1.1.
For NCC1CCCN(CCO)C1 (configuration not stated) the results were telomere uncapping 1.5.
`CCOC(=O)[C@@H]1Nc2ccc(Br)cc2[C@@H]2C=CC[C@H]12` gave telomere uncapping -1.
For N#Cc1sc2nc3c(cc2c1N)CCCC3 the results were telomere uncapping 1.2.
Screening O=C(O)Nc1cc(Cl)cc(Cl)c1 returned telomere uncapping 1.3.
COC(=O)c1cc2c(OC)cc(OC)cc2[nH]1 was read as telomere uncapping 1.2.

Compound activity: PubChem BioAssay, University of Glasgow

An excerpt (hit frequency here may not be typical).
